# PriA SSB inh: blocks PriA binding to SSB C-terminal tail; 430,000 tested, 0.6% active; inhibition, % at 33 µM; AlphaScreen SSBct-PriA binding, biotinylated peptide; in the data active = inhibition mostly above about 37%, no sharp cut-off; inactive = mostly below about 20%;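 note: plate controls were negative control peptide for no effect and reference peptide for full effect; strong numbers were not always called active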
# * = called active by the depositor; i = inactive; & = joins results of further samples.
compound	PriA SSB inh
O=C(NCCn1ncc2c(N3CCN(c4ccccc4)CC3)ncnc21)c1ccc2ccccc2c1	-7
O=C(Nc1nc(-c2ccc3c(c2)CCCC3)cs1)c1cc(=O)c2ccccc2o1	-12
COc1ccc2c(c1)c1nc(SCCOc3ccc(F)cc3)n(C)c(=O)c1n2C	-11
Cc1ccc(Nc2nc(N(C)C)nc3[nH]ncc23)cc1C	-11
O=C1CSC(=N/N=C/c2ccccc2)N1Cc1ccco1	i
COc1cc2c(cc1OC)CN(S(=O)(=O)CCCNC(=O)C1CCCCC1)CC2	-2
COc1ccc(S(=O)(=O)Nc2ccn3nccc3c2)cc1OC	-8
CSc1nsc2nc(=O)c(C=C3C=Nc4ccccc43)c(N)n12	-4
C#CCOCCOCCOCCNc1nc(N2CCN(C(=O)C([C@@H](C)CC)n3cc(C(N)COC(=O)C(F)(F)F)nn3)CC2)nc(N2CCN(C(=O)[C@H](CCCCN)n3cc(C(N)CC(C)C)nn3)CC2)n1 (stereo partly drawn)	-10
Cc1cc([N+](=O)[O-])ccc1NC(=O)C(=O)N1CCC(O)CC1	2
O=[N+]([O-])c1ccc(Cl)c(C=NN2CCN(C3c4ccccc4-c4ccccc43)CC2)c1	-17
COC(=O)c1ccc(NC(=O)CN2CCC(c3nc(-c4cccc(F)c4)no3)CC2)cc1	-10
c1coc(Cn2c(SCc3nc4ccccc4[nH]3)nnc2-c2ccco2)c1	41
O=C1C2N=NN(Cc3nc(-c4ccccc4Cl)no3)C2C(=O)N1c1ccc2c(c1)OCO2 (stereo not drawn)	-3
CN1C(=O)C(C)(C)COc2ccc(NC(=O)Cc3ccc(-c4ccccc4)cc3)cc21	24
Cn1nc(C2CCN(C(=O)c3cc(-c4cccs4)on3)CC2)n(C2CC2)c1=O	-10
COc1ccc(C2C(=C(O)c3ccccc3)C(=O)C(=O)N2CC(C)O)c(OC)c1 (stereo not drawn)	2
O=[N+]([O-])c1ccc(C=NNC(=S)Nc2ccccc2)o1	8
O=C(Cc1ccc2c(c1)OCO2)Nc1nc2c(s1)CCc1ccccc1-2	-19
CN(CC#CCNC(=O)NCCCc1ccccc1)Cc1ccccc1	-1
Cc1nsc(C(=O)NC2CCCC2)n1	-5
O=C(c1ccccc1Br)N1CCS[C@H](c2ccco2)CC1	-3
CC1C(=O)NN=C1C(=O)NN=C/C(Br)=C/c1ccccc1 (stereo not drawn)	-7
O=C(Nc1ccc(SC(F)(F)F)cc1)C(F)(F)F	-21
CC1Cc2ccccc2N1C(=O)c1ccc(Cl)cc1 (stereo not drawn)	-10
COc1ccccc1NC(N)=Nc1nc(C)cc(C)n1	-4
O=C(CCn1cnc2ccccc2c1=O)NCC1CCCN1c1ccccc1 (stereo not drawn)	9
Cc1csc(C(=O)NC2CC(O)C(CO)C2)c1 (stereo not drawn)	-17
Cc1cc(C)c(C)c(S(=O)(=O)N2CCCC2)c1C	-19
O=S(=O)(NCC(c1cccs1)N1CCOCC1)c1cc(F)ccc1F (stereo not drawn)	1
O=C(O)c1cccc2c1C(=NO)c1ccccc1-2	-24
Cc1ccc(C)c(COC(=O)c2nnn(-c3ccc(Cl)cc3)c2C)c1	-21
O=C(CNC(=O)c1ccco1)NN=Cc1c[nH]c2ccccc12	12
O=C1CC(C(F)(F)F)=NN1c1ccccc1	35*
CC1(C)Cc2cccc(OCC(=O)N3CCN(C(c4ccccc4)c4ccccc4)CC3)c2O1	-3&8
C=CCn1c(SCC(=O)c2ccc(C)c(C)c2)nc2sc3c(c2c1=O)CCCC3	-8
O=C(Cc1n[nH]c(=O)[nH]c1=O)NN=Cc1ccccc1O	-13
CCS(=O)(=O)c1cccc(C(=O)Nc2sc(C)c(C)c2C(=O)NC)c1	-17
Cc1cc(C)cc(C(=O)N2CCN(c3nccn3-c3cccc(Cl)c3)CC2)c1	73
Cc1cc(=O)n2c(-c3cccc(NC(=O)c4ccc(C(F)(F)F)cc4)c3)csc2n1	0

# Reformatted: 3 of the compounds above
> O=C(CCn1cnc2ccccc2c1=O)NCC1CCCN1c1ccccc1 (stereo not drawn)
  PriA SSB inh: 9

> CC1Cc2ccccc2N1C(=O)c1ccc(Cl)cc1 (stereo not drawn)
  PriA SSB inh: -10

> CC1C(=O)NN=C1C(=O)NN=C/C(Br)=C/c1ccccc1 (stereo not drawn)
  PriA SSB inh: -7

# The list continues.
compound	PriA SSB inh
COc1ccc(C=NNC(=O)c2cccc(OC(F)(F)C(F)F)c2)c(OC)c1OC	-16
Cc1ccccc1C(=O)Nc1nc(-c2nnn(-c3ccccc3C(F)(F)F)c2C)ns1	1
Cc1nc2ccc(S(=O)(=O)NCCn3nc(-c4ccco4)ccc3=O)cc2s1	5&-7
CSc1ccc(-c2noc(Cn3ccn4nc(-c5cccs5)cc4c3=O)n2)cc1	-20&-10
CCc1ccc(NC(=O)C2CC(=O)NC(=N)S2)cc1 (stereo not drawn)	-2
O=C(c1cccs1)N1CCc2ccc(NS(=O)(=O)CCc3ccccc3)cc2C1	7
COc1ccc(C2CC(c3cc(OC)ccc3OC)n3ncnc3N2)cc1 (stereo not drawn)	4
O=C(NCC(c1ccc2c(c1)OCO2)N1CCN(c2ccccc2F)CC1)c1ccc([N+](=O)[O-])cc1 (stereo not drawn)	-8
Cc1cc(C(O)CCNS(=O)(=O)c2ccc3oc(=O)n(C)c3c2)c(C)o1 (stereo not drawn)	-6
COc1cn(CC(=O)NC2CCCC2)c(CSc2nnnn2C)cc1=O	-4
Cn1c(=O)oc2ccc(S(=O)(=O)NC3CCN(c4ccc(C(F)(F)F)cn4)C3)cc21 (stereo not drawn)	10
CCOc1ccc(CC(=O)Nc2nc(-c3ccccc3)c(-c3ccccc3)s2)cc1	-7
O=C(Nc1nc(CC(=O)N2CCN(c3cccc(C(F)(F)F)c3)CC2)cs1)c1cccs1	-6
CC(=NNC(=O)c1ccccn1)c1ccc(O)cc1	-3
O=C1CC2(CCN(C(=O)CN3C(=O)c4ccccc4C3=O)CC2)Oc2ccccc21	-10
CCSc1nnc(NC(=O)C(C)Cl)s1 (stereo not drawn)	-3
Cc1ccc(/C=C/S(=O)(=O)N2CC(c3nc4ccc(C)cc4[nH]3)C2)cc1	-12
C=CCSc1nc(-c2ccc(OC)c(OC)c2)cc(C(F)(F)F)c1C#N	-5
Cc1nnc(C2CCCN(C(=O)Cc3ccccc3)C2)s1 (stereo not drawn)	1
COc1ccc(C(=O)ON=Cc2ccc(S(=O)c3ccc(Cl)cc3)nc2)cc1 (stereo not drawn)	0
O=C1c2cccc3cccc(c23)N1CN1CCc2ccccc2C1	-5
O=C(CSc1nccn2nc(-c3ccccc3)cc12)NCc1ccc(F)cc1	-9
Cc1nnc2ccc(N3CCN(C(=O)COc4ccc5c(c4)OCO5)CC3)nn12	2
Cc1cc(C)cc(NC(=O)C(=O)NCC2(CO)CC2)c1	-6
CCOc1ccc(NC(=O)N2CCN(c3ccc4nnc(C)n4n3)CC2)cc1	-2
Cc1ccc(Sc2c(C)nn(S(=O)(=O)c3cccs3)c2C)cc1	9
O=S(=O)(NCC#CCN1CCOCC1)c1cccc2cccnc12	-16
COc1ccc2sc(N(CCN(C)C)C(=O)c3ccc4c(c3)CCCC4)nc2c1	-2
COC(=O)N1CCc2ccc(F)cc2[C@@H]1C(=O)Nc1cc(C(F)(F)F)ccc1Cl	-18
O=C(/C=C/c1cccc2ccccc12)NC(=S)Nc1ccccn1	19
O=C(Nc1ccc(Cl)cc1)c1cc(-c2ccccn2)nc2ccccc12	-11&7
Cc1nccn1CCNC(=O)C1(c2ccccc2)CCOCC1	37
Cc1cc(C)nc(OC2CCC(NC(=O)c3ccncc3)CC2)n1 (stereo not drawn)	-2
O=C(CCc1ccc(C(F)(F)F)cc1)NCC1CCN(C(=O)Oc2ccccc2)CC1	-13
COc1cc(C=NNC(=O)CN(Cc2ccccc2)S(=O)(=O)c2ccc3c(c2)OCCO3)ccc1O	13
COc1ccc(-n2c(C)nc3ccc(NS(=O)(=O)c4ccc([N+](=O)[O-])cc4)cc3c2=O)cc1	7
O=C(OCCNC(=O)c1cc2ccccc2oc1=O)c1ccccc1	6
Brc1cccc(-c2nnn3c2nc(NCCc2c[nH]c4ccccc24)c2ccccc23)c1	-7
O=C(NN=Cc1cc([N+](=O)[O-])ccc1O)/C(=C\c1cccs1)NC(=O)c1ccccc1	15
CCN1C(=O)Cc2cc(NC(=O)c3cc(OC)c(OC)c(OC)c3)ccc21	20

# Five entries picked at random from those above, as already listed:
compound	PriA SSB inh
O=C(CCc1ccc(C(F)(F)F)cc1)NCC1CCN(C(=O)Oc2ccccc2)CC1	-13
Cc1ccc(Sc2c(C)nn(S(=O)(=O)c3cccs3)c2C)cc1	9
COc1ccc2sc(N(CCN(C)C)C(=O)c3ccc4c(c3)CCCC4)nc2c1	-2
Brc1cccc(-c2nnn3c2nc(NCCc2c[nH]c4ccccc24)c2ccccc23)c1	-7
COc1ccc(-n2c(C)nc3ccc(NS(=O)(=O)c4ccc([N+](=O)[O-])cc4)cc3c2=O)cc1	7

# Continuation.
compound	PriA SSB inh
COc1ccc(C=NNc2cc(C)nc3c(C)cccc23)cc1	20
COc1ccc(C)c2sc(=NC(=O)/C=C\c3ccc([N+](=O)[O-])cc3)n(C)c12	0
COc1ccccc1N1CCN(CCNS(=O)(=O)c2c(C)nn(C)c2C)CC1	-3
O=C(Nc1ccc(Cl)cc1C(=O)c1ccccc1)c1cc([N+](=O)[O-])ccc1Cl	-4
COc1ccc(NC(=O)NCCn2nc(-c3cccnc3)ccc2=O)cc1OC	-13
O=C(c1csc2nc(-c3ccc(F)cc3)cn12)N1CCOCC1	-3
CCOc1nn(CC)cc1C(=O)Nc1ccccc1OC	-4
Cc1ccc(C)c2[nH]c(=O)c(CCNC(=O)C3(c4ccc(Cl)cc4)CCCC3)cc12	-3
O=C(CSc1ccc(-c2cccnc2)nn1)N1CCN(c2ccccc2)CC1	12
Cc1cc(NC(=O)NCCCSc2ccc(Br)cc2)no1	-7
COc1ccccc1C(=O)NCCOc1ccc2nnc(-c3cccc(F)c3)n2n1	-1
O=[N+]([O-])c1ccc(Nc2nc(NN=Cc3ccc4c(c3)OCO4)nc(N3CCCCC3)n2)cc1	24
O=C(NCC1CCCO1)c1nccnc1-c1nc2ccccc2s1 (stereo not drawn)	-36
Cc1ccc(C(=O)NCC23CC4CC(CC(Cl)(C4)C2)C3)cc1	-9
Cc1ccc(C=Nn2cnc3sc4c(c3c2=O)CCCC4)o1	5
Cc1csc(NC(=O)CCCn2nc(-c3cccs3)ccc2=O)n1	-15
Cc1cc(O[C@H]2CCN(C(=O)CCc3ccc(Cl)c(F)c3)C2)cc(=O)o1	0
CCOc1ccccc1NC(=O)c1sc(=S)n(-c2cc(Cl)ccc2OC)c1N	-9
O=C(Nc1nc(-c2cc3ccccc3o2)cs1)C1CCCCC1	-2
Cc1cc(C(=O)Nc2nc3c(s2)CN(S(=O)(=O)c2cccnc2)CC3)no1	5
Cc1cc(NC(=O)c2cc(C)no2)on1	-13&-2
CC(=NOC(=O)NC(C)C)c1sc(-c2ccccc2)nc1C	-27
CCCN1CCCc2cc(CCNS(=O)(=O)CCc3ccccc3)ccc21	71*
COc1cccc(CSc2nc(CC(=O)NCc3cccs3)cc(=O)[nH]2)c1	-9
CSc1ncnc2nc[nH]c12	-5
Cc1cc2c(c(=O)n1CCN1CCOCC1)[C@H](c1ccccc1F)C(C#N)C(=N)O2 (stereo partly drawn)	-5
CC(=O)c1c(C)oc2ccc(N(C(=O)C3CCCCC3)S(=O)(=O)c3ccccc3)cc12	-8
CCOC(=O)N1CCN(S(=O)(=O)c2ccc(C(=O)Nc3ccc(-c4ccc(NC(=O)c5ccc(S(=O)(=O)N6CCN(C(=O)OCC)CC6)cc5)c(OC)c4)cc3OC)cc2)CC1	2
O=C(Nc1nnc(Cc2ccc(Cl)s2)o1)c1cccc(N2C(=O)CCC2=O)c1	11
CC(CC(=O)Nc1cccnc1)=NNC(=O)C(=O)NC(C)C	-10
Cc1cc(Cl)cc(Cl)c1OCC(=O)Nc1cccc(-c2nc3ncccc3o2)c1C	-8&-3
O=C(NCCN1CCOCC1)C(=O)Nc1cccc(N2CCCC2=O)c1	-14
O=C(Oc1ccccc1)Oc1cccc2ccccc12	-11&-1
COc1ccc2sc(N(CCN3CCOCC3)C(=O)c3cccc(SC)c3)nc2c1	1
Cc1ccc(C=NNC(=O)c2nc3nc(C)cc(C)n3n2)cc1	-3
O=C(NCc1ccccc1Cl)C1CN(c2nc3c(F)cccc3s2)C1	-4
Cc1ccc(NC(=O)[C@@H]2CSCCC(=O)N2)cc1F	-7
CC(CC(=O)Nc1ccc(Cl)c(Cl)c1)=NNC(=O)Cc1ccccc1	11
CCOc1cn2c(cc1=O)C(=O)N(CCNC(=O)c1cc(=O)c3ccccc3o1)CC2	-7
Cc1cc(C(=O)Nc2ccc3nc(C)sc3c2)on1	-3
COC(=O)c1ccc(OC)c(Cn2cnc3c(-c4ccc(OC)cc4)csc3c2=O)c1	3
CCOC(=O)c1c(NC(=O)CSc2nc3sc4c(c3c(=O)n2CC)CCC4)sc(C)c1C	3
O=C(NN1C(=O)c2cccc3cccc(c23)C1=O)c1ccncc1	-7
CN(C)c1ccc(C=NNc2ccccn2)cc1	4
Cc1ccc2nc(N3CC(C(=O)N4CCN(S(C)(=O)=O)CC4)C3)sc2c1	-6
O=C(NC1(c2nc(-c3cccnc3)no2)CCCCC1)c1ccc[nH]c1=O	-10
CCS(=O)(=O)N1CCC(Oc2ncccc2Br)CC1	-19
COc1ccccc1NC(=O)Cn1ncn2nc(-c3ccc(C)cc3)cc2c1=O	0

# Not all compounds are listed; the hit share may differ from the screen's.
